PLCg1 inh = PLC-gamma1 (human) inhibition, primary screen | P19174 | purified PLC-gamma1, fluorogenic substrate, fluorescence | inhibition, % at 12.2 µM | 0.84% of 370,000 active; in the data active = inhibition above about 9.5%
ADAM10 inh = inhibits human ADAM10. AID 720582. inhibition, % at 7 µM. 0.62% of 370,000 active. recombinant ADAM10, EDANS/DABCYL FRET peptide cleavage, 3 h. O14672;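 active = inhibition above a per-campaign cutoff equal to the mean of compounds falling between control-based bounds plus 3 SD, cut at about 20% in these data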;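 also: 0% = DMSO wells while the 100% control is not disclosed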
SIAE inh = inhibitors of human sialic acid acetylesterase SIAE | Q9HAT2 | SIAE FP-Rh probe binding, fluorescence polarization | inhibition, % at 9.66 µM | 0.69% of 370,000 active | AID 1053197;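 active = inhibition above a cutoff: mean of compounds within the control limits plus 3 SD of those, cut at about 17% in these data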;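 also: 0% = plate median of compound wells and 100% = probe without SIAE protein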
PLC-beta3 inh = inhibitors of human phospholipase C beta3; Q01970; Purified PLC-beta3, fluorogenic substrate, fluorescence; inhibition, % at 12.2 µM; 0.18% of 370,000 active; AID 720704; in the data active = inhibition above about 11%;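 also: 0% = median of compound wells on plate and 100% = full blocker control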
ASAP1 inh = inhibitors of human ASAP1 ArfGAP activity; Q9ULH1; ASAP1-stimulated ARF1 GTP hydrolysis, GDP FP detection; inhibition, % at 16.5 µM; 0.19% of 360,000 active; AID 624377; in the data active = inhibition above about 25%;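 also: 0% = vehicle with enzyme and substrate and 100% = no enzyme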
DDE Tn6 FP inh = inhibitors of Tn6 peptide binding to human fibrin DD(E). AID 720509. inhibition, % at 8.3 µM. 0.21% of 370,000 active. P02675. Fibrin DD(E) TRITC-Tn6 fluorescence polarization displacement;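 active = inhibition above a per-campaign cutoff: mean of compounds within control limits plus 3 SD, cut at about 15% in these data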;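 also: 0% = median of all compound wells on the plate and 100% = blocking peptide control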
TDP2 absorb = blocks human TDP2 phosphodiesterase activity | recombinant TDP2, T5PNP hydrolysis, p-nitrophenol absorbance 415 nm | O95551 | inhibition, % at 12.8 µM | 0.34% of 370,000 active;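 active = inhibition above the mean of all tested compounds plus 3 SD, set per campaign, cut at about 25% in these data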;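 also: 0% = DMSO with enzyme and 100% = buffer with substrate but no TDP2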
Target sequence (O95551 whole entry, looked up): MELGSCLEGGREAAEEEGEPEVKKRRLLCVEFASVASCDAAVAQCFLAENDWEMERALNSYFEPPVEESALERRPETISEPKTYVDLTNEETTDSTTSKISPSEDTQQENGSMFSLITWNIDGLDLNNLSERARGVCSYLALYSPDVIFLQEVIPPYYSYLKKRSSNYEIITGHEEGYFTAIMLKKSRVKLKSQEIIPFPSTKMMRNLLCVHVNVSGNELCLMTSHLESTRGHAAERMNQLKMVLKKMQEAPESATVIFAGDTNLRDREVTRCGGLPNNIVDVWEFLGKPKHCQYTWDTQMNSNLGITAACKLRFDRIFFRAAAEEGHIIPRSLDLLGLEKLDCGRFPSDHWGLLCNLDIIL
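Incubation: 2 h at 37 °C; Test system: recombinant human TDP2; Quantity: enzyme 120 nM; Read-out basis: percent inhibition; Medium: 50 mM Tris-HCl pH 7.5 with Mg2+, KCl, DTT, BSA; Repeats: single replicate; Compound: 12.8 µM single point, 1% DMSO; Signal: epi absorbance; Reagent: 5 mM T5PNP chromogenic substrate; Benchmarks: no-enzyme high, DMSO-plus-enzyme low.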
Tn7 DDE FP = inhibitors of Tn7 peptide binding to human fibrin DD(E). P02675. FP displacement of FITC-Tn7 peptide from fibrin DD(E); 0% = median of compound wells per plate. inhibition, % at 8.3 µM. 0.13% of 370,000 active;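 active = inhibition above the mean of compounds falling within the control limits plus 3 SD of them, cut at about 14% in these data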;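 also: 0% = plate median of compound wells and 100% = 10 µM Aha-Tn7 peptide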
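system = human fibrin DD(E) protein | quantity = DD(E) 2 µM final | medium = Tris/NaCl/CaCl2 buffer, pH 7.8 | also added = labelled Tn7 tracer, 0.1 µM | compound dosing = single point at 8.3 µM | timing = compound with protein 10 min, then 3 h after probe, room temperature | signal = FP measurement | benchmarks = Aha-Tn7 high control | repeats = one replicate per compound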
ARFGAP1 inhibitor = inhibits rat ARF GTPase activating protein 1; AID 651572; inhibition, % at 16.5 µM; Q62848; 0.26% of 360,000 active; Arfgap1-stimulated ARF1 GTP hydrolysis, GDP FP detection;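 active = inhibition above a per-plate limit, mean inhibition of low control wells plus 3 SD, cut at about 25% in these data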;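 also: 0% = DMSO wells with enzyme and 100% = wells lacking Arfgap1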
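Material – truncated rat Arfgap1 GAP domain · Buffer or medium – HEPES-based buffer, pH 7.5 · Reagent – human ARF1(Δ1-17)-GTP substrate · Dosing – 16.5 µM single point, 1.26% DMSO · Schedule – GTP hydrolysis reaction 2 h at 25 °C · Technique – GDP detection by fluorescence polarization · Benchmarks – No-Arfgap1 wells (100%) versus DMSO full-reaction wells (0%) · Repeats – single replicate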
ADAM17 inh = inhibitors of human ADAM17; P78536; recombinant ADAM17, EDANS/DABCYL FRET peptide cleavage; inhibition, % at 6.95 µM; 0.83% of 370,000 active;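 active = inhibition above the mean of compounds lying between control limits plus 3 SD, set per campaign, cut at about 8.5% in these data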;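 also: 0% = DMSO-only wells as the low control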
Target sequence (P78536 215-824 limits assumed): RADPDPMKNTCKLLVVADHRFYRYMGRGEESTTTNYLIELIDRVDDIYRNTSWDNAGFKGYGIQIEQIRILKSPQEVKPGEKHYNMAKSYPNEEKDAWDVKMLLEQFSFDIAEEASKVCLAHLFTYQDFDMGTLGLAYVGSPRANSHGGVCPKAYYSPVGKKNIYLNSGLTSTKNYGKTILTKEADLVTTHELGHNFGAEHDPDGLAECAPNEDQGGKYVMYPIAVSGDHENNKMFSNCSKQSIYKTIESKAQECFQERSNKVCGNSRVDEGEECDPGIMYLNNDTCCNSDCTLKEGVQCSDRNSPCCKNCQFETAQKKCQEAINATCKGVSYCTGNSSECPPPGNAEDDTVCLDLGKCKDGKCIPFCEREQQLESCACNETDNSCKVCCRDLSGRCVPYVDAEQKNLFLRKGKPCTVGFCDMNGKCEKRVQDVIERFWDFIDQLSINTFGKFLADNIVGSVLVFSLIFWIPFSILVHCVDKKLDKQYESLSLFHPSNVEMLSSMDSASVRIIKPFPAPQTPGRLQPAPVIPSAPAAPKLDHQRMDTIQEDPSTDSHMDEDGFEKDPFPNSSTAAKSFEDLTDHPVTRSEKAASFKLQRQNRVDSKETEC
Starred values were filed as active, the others as inactive; i = inactive; / = not tested or not shown.

structure,PLCg1 inh,ADAM10 inh,SIAE inh,PLC-beta3 inh,ASAP1 inh,DDE Tn6 FP inh,TDP2 absorb,Tn7 DDE FP,ARFGAP1 inhibitor,ADAM17 inh
COc1ccc(NC(=O)CN2C(=O)COc3ccc(C)cc32)c(OC)c1,-2,-13,-1,-1,10,-2,4,-2,4,-1
COc1ccc(C2=NOC(C)(c3nnc(-c4ccccc4)o3)C2)cc1 (configuration not stated),3,-3,1,0,7,5,12,1,-16,-3
Cc1onc(-c2c(F)cccc2Cl)c1C(=O)c1ccccc1,0,-3,-1,-5,-21,6,-8,-2,7,-4
COCCn1c(CN2CCN(C)CC2)nc2c1c(=O)n(C)c(=O)n2C,0,-12,3,0,10,-1,-3,-4,-4,4
COc1ccc2c(c1)C(C)=CC(C)(C)N2S(=O)(=O)c1ccc(C)cc1,-1,4,-6,-2,-12,8,-2,7,0,2
COc1ccc(Nc2nnc(SC(C)C(=O)NC3CC3)s2)cc1 (configuration not stated),0,2,2,7,-16,2,1,-3,-2,-2
Cc1ccc(C(=O)N2CCC(n3nccc3NC(=O)C3CCOC3)CC2)cc1 (configuration not stated),-2,3,4,-9,-17,-8,16,-4,0,-1
Cc1nnc(SCC(=O)c2c(N)n(Cc3ccccc3)c(=O)n(C)c2=O)n1C,0,0,12,-2,-12,6,9,5,-7,0
O=C(Cn1c(=O)n(CC(=O)N2CCCCC2)c(=O)c2sccc21)NCc1ccccc1,5,-7,-3,-8,8,-7,-14,3,12,-6
Cc1ccc(S(=O)(=O)N2CCCCC2C(=O)NCc2ccco2)cc1 (configuration not stated),2,-1,0,-5,-9,-13,3,-2,15,-1
COc1ccc(N(C(C)=O)c2nc3ccccc3[nH]2)cc1,4,8,1,1,-12,2,-11,4,15,2
CN1C(=O)NC(NC(=O)c2ccco2)(C(F)(F)F)C1=O (configuration not stated),1,-6,-10,1,13,3,-11,6,-2,-5
CCN(CC)C(=O)c1cccc(C)c1,2,-17,4,1,5,-5,2,1,-2,-6
CCN(CC)S(=O)(=O)c1ccc(-c2nnc(SC)o2)cc1,0,-8,7,4,2,2,8,-9,9,-5
O=C(N/N=C/c1c(O)n(Cc2ccccc2)c(=O)c2ccccc12)c1cccnc1,-159,-160,26*,-238,-2,-14,-13,-9,-9,-51
Clc1ccc(-c2cc(CSc3ccccc3)on2)cc1,0,-7,1,-2,11,-3,4,-3,-5,-4
Cc1cnc(NC(=O)CSc2nnc(C)n2N)s1,-2,-12,-14,-2,6,-5,-5,1,-1,-5
Cc1ccc(NC(=O)c2sccc2-n2cccc2)c(C)c1,-1,-17,1,-1,5,-5,2,5,12,-5
CCc1ccc(/C=N/NC(=O)c2ccccn2)cc1,0,-11,-2,-8,1,-1,-1,-5,-5,-3
CC(Nc1cccc(F)c1)C(=O)Nc1ccc(S(N)(=O)=O)cc1 (configuration not stated),1,0,9,5,9,-1,5,0,6,1

Ordered by SMILES length (smallest number first): three of the compounds above
structure,PLCg1 inh,ADAM10 inh,SIAE inh,PLC-beta3 inh,ASAP1 inh,DDE Tn6 FP inh,TDP2 absorb,Tn7 DDE FP,ARFGAP1 inhibitor,ADAM17 inh
Cc1ccc(NC(=O)c2sccc2-n2cccc2)c(C)c1,-1,-17,1,-1,5,-5,2,5,12,-5
Cc1ccc(S(=O)(=O)N2CCCCC2C(=O)NCc2ccco2)cc1 (configuration not stated),2,-1,0,-5,-9,-13,3,-2,15,-1
Cc1ccc(C(=O)N2CCC(n3nccc3NC(=O)C3CCOC3)CC2)cc1 (configuration not stated),-2,3,4,-9,-17,-8,16,-4,0,-1

Next compounds.
structure,PLCg1 inh,ADAM10 inh,SIAE inh,PLC-beta3 inh,ASAP1 inh,DDE Tn6 FP inh,TDP2 absorb,Tn7 DDE FP,ARFGAP1 inhibitor,ADAM17 inh
COC(=O)C[C@@H]1C[C@@H]2c3cc(NC(=O)Cc4ccncc4)ccc3O[C@@H]2[C@@H](CO)O1,-4,-5,4,-5,0,-3,-2,0,8,-6
COc1cc(C(=O)OC(C)C(=O)Nc2ccc3c(c2)OCCO3)cc(OC)c1OC (configuration not stated),2,-7,0,-7,-4,-2,4,-2,13,-2
COCCCNC(=O)Cc1ccc(S(=O)(=O)N2CCOCC2)s1,-2,-12,0,-8,1,3,-3,-1,0,0
COc1ccc(CNC(=O)Nc2nnc([C@@H]3C[C@H](O)[C@@H](CO)O3)s2)cc1,4,10,-4,6,0,-9,-16,-5,-1,6
N#Cc1ccc(-c2nc3ccc(Cl)cn3c2Cc2ccccc2C(F)(F)F)cc1,-49,-26,-4,-60,-17,8,-10,8,2,-7
Cc1cccc(NC(=O)CSCC(=O)N2CCCc3ccccc32)c1,-4,-5,-3,-11,-3,-1,-13,-2,1,-1
Cc1ccc(S(=O)(=O)NCCNC(=O)c2ccc(C)nc2)cc1,1,-3,5,-5,-1,0,2,-5,-8,-1
C/C(=C\C(=O)c1ccc(Cl)s1)N(C)C,1,-4,0,-7,9,6,16,4,-6,-5
CCC1(C)Cc2[nH]c(=O)c(C#N)cc2CO1 (configuration not stated),-32,i,3,-41,-13,2,1,-2,8,-207
CCN(CC)c1ccc(S(=O)(=O)N2CCOCC2)cc1NC(=O)CN1CCc2ccccc2C1,0,13,0,3,-6,-12,-15,-2,-6,4
O=C(Nc1ccc(N2CCOCC2)cc1)C1CC(=O)N(c2ccc(F)cc2)C1 (configuration not stated),3,6,-4,-18,0,12,8,-6,-10,0
CCSc1nnc(NC(=O)c2csc(C)c2)s1,-1,-2,8,-1,-7,-5,1,6,4,-4
O=C(c1cccc(F)c1)N1CCN=C1SCc1cccnc1,-1,-9,1,-1,3,-1,5,-4,-6,-4
CN(Cc1ccccc1)C(CNS(=O)(=O)c1ccccc1)c1ccccc1 (configuration not stated),2,-2,2,5,4,9,-10,4,9,0
CC(C)(C)[C@H]1C=C(C(=O)Nc2ccccc2)O[C@@H](OCc2ccc(CO)cc2)C1,0,10,-2,1,7,3,6,-5,-14,-1
COc1ccc(-c2nnc(SC)nc2-c2ccc(OC)c([N+](=O)[O-])c2)cc1[N+](=O)[O-],3,1,-8,-3,-11,-7,7,-3,-6,2
CC(C)(C)OC(=O)C[C@@H]1C/C=C\C[C@H](CC(=O)NCCO)C(=O)N[C@@H](c2ccccc2)COC1=O,5,-5,2,9,7,-2,-8,-8,6,0
Cc1ccc2cc(CCNS(=O)(=O)c3ccc(F)cc3)c(=O)[nH]c2c1,0,-31,-6,2,2,8,1,0,7,-6
CCc1ccc(Nc2n[n+](-c3ccccc3)c(-c3cccc(Cl)c3Cl)s2)cc1,5,18,-47,9,-1,8,-13,-3,7,7
CSc1ccccc1NC(=O)N1CCCC(C(=O)c2ccc3c(c2)OCO3)C1 (configuration not stated),0,1,6,-6,-5,-4,-7,3,-10,-5
CCOC(=O)C1=CN(Cc2ccco2)S(=O)(=O)NC1c1ccc(F)c(Cl)c1 (configuration not stated),-4,5,-3,-10,-5,2,-3,4,-13,-1
C=CCn1c(N)cc(=O)nc1SC(CC)C(=O)Nc1ccc(C(C)=O)cc1 (configuration not stated),-8,-44,0,-11,6,1,1,3,20,-18
Cc1ccc(NC(=O)/C(=C\c2ccc3c(c2)OCO3)NC(=O)c2ccco2)cc1,0,0,-6,-2,6,1,2,-8,11,-4
O=C(COC(=O)c1cccc(S(=O)(=O)N2CCc3ccccc3C2)c1)NCc1ccco1,3,7,-3,-1,5,5,-3,7,-6,1
Cc1onc(-c2ccccc2)c1C(=O)N/N=C/c1c[nH]c2ccccc12,-23,10,2,-33,17,-4,-6,-7,4,4
CC1(NC(=O)CCS(=O)(=O)c2ccc(Cl)cc2)CCS(=O)(=O)C1 (configuration not stated),2,0,-8,-2,-15,5,4,1,7,-2
CCOC(=O)c1sc(NC(=O)CC)c(C#N)c1C,2,-5,0,-6,-4,6,-11,-4,-4,-7
CCc1ccc(C(=O)N2CCN(S(=O)(=O)c3sc(C(=O)O)c(C)c3C(=O)O)CC2)cc1,0,1,5,-4,-12,7,-6,0,-7,0
CCN(CC)C(=O)N1CCC(NC(=O)c2ccc(C(C)(C)C)cc2)CC1,-6,-14,-1,-8,4,1,-9,0,-7,-3
CCOC(=O)CSc1ccc(-c2nc3ccccc3[nH]2)cn1,-33,-173,-11,-102,9,-7,-1,1,7,-55
Cc1ccc(O)c(NC(=O)c2noc(C(C)C)c2[N+](=O)[O-])c1,6,12,0,-4,11,1,-9,0,-1,5
O=C(CSc1nnc2ccccn12)NNC(=O)c1ccc(Cl)cc1,0,-9,-6,-11,0,7,-6,-5,-7,-4
O=c1c2cnn(-c3ccccc3)c2ncn1Cc1ccccn1,6,1,-3,8,3,-1,-19,4,1,1
Cc1ccccc1Cn1cc(CN2[C@@H](Cc3ccccc3)COc3cc(Br)ccc3S2(=O)=O)nn1,0,-12,-1,-3,/,0,4,3,/,-3

Compounds as they come (roughly 3.6% active in at least one column).
